# mHtt clearance = compounds clearing mutant huntingtin protein; inhibition, % at 1.5 µM; HeLa Exon1htt(103Q)mCFP, aggregate imaging; zero = plate's median compound well; actives 0.42% (n = 47,000);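 active means inhibition of aggregate fluorescence above about 70%, also judged a hit by eye on the cell image, limit read from the data, passing the limit was not always enough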;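 further: cells exposed to compound for three days before fixation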
# mHtt clearance grain fraction = second read-out of mHtt clearance, no call of its own (marks repeat the call); fraction fluorescence in grains; measured here: aggregate grain fluorescence fraction; active compounds read low;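 scaled fraction of total cell fluorescence in grains with unit not stated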
# * marks the source's active call; other numbers are inactive results. A portion of the library, so the mix of outcomes need not match the whole.
SMILES,mHtt clearance,mHtt clearance grain fraction
COc1cc2c(cc1OC)C(C(=O)O)C(c1ccc(C)o1)N(C)C2=O (centres undefined),-6.9,35
CCC(=O)N1c2ccc(S(=O)(=O)CCC(=O)N3CCN(c4ccccc4)CC3)cc2CC1C (centres undefined),-1.5,36.9
Cc1cc(N2CCN(c3ccccn3)CC2)n2cc(-c3ccccc3)nc2n1,36.3,24.5
Nc1nc(SCc2ccc3c(c2)OCCO3)n[nH]1,-75.8,34.3
O=C(OC1CCOC1=O)c1cc(-c2ccc(Br)cc2)nc2ccccc12 (centres undefined),35.5,25.5
N#Cc1nc(-c2ccccc2F)oc1NCc1cccc2c1OCO2,8.0,17
Cn1c(=O)c2c(nc(Br)n2CC(=O)c2cccs2)n(C)c1=O,9.0,20.5
CCN(CC)c1ccc(C2NC(=O)NC(C)=C2C(=O)Nc2ccccc2)cc1 (centres undefined),12.7,18.2
Cn1ccnc1SCC(=O)Nc1ccccc1,-4.4,19
CC(C)CC(=O)Nc1ccc(Nc2ccccc2)cc1,18.3,15.3
Cc1cc(C)cc(NC(=O)c2ccc(CNc3c(N4CCOCC4)c(=O)c3=O)cc2)c1,-22.9,45.4
O=C(NCCCc1ccccc1)C1CCN(c2nnc(-n3cccc3)s2)CC1,-69.3,76.4
CC(C)CC(NS(=O)(=O)c1ccc2c(c1)oc(=O)n2C)C(=O)NC1CCCc2ccccc21 (centres undefined),31.8,33
CS(=O)(=O)N1CCN(C(=O)Cc2cccs2)CC1,-11.9,24
Cc1cccc(C)c1NC(=O)C(NC=O)c1ccccc1Cl (centres undefined),-7.0,43
c1ccc(C2CC(c3cccs3)n3nnnc3N2)cc1 (centres undefined),-55.4,57.6
Cn1cnnc1SCc1nc(N)nc(Nc2ccccc2)n1,14.2,34.3
c1nc(NCC2(N3CCOCC3)CCCCC2)c2ccsc2n1,-4.3,48.3
COc1ccc(C(=O)c2ccccc2)c2c(O)ccc(C(=O)c3ccccc3)c12,9.4,21.4
Nn1c(SCC(=O)Nc2ccc(F)cc2)nnc1C1CCCCC1,31.2,23.5
CCc1nc(N2CCCC(C)C2)c2oc3ccccc3c2n1 (centres undefined),-27.9,26.6
CCOc1ccccc1NC(=O)CN(c1nccs1)S(=O)(=O)c1ccc(N)cc1,42.4,19.8
Cc1ccc2nc(C(F)OC(F)(F)F)[nH]c2c1 (centres undefined),72.6*,5.05*
O=C(Nc1nc(-c2ccccc2)cs1)c1cccnc1,29.0,16.6
Cc1ccc(C(=O)Oc2ccc(C(=O)COC(=O)C3CC(=O)N(Cc4ccco4)C3)cc2)cc1 (centres undefined),-16.6,22.6
COc1cccc2sc(NC(=O)c3ccc(S(=O)(=O)N4CCOCC4)cc3)nc12,-47.8,30.1
Cc1cccc(C)c1NC(=O)c1sccc1SCc1cccc(C(F)(F)F)c1,25.3,29
Cc1ccc(C2C(C(=O)c3cccs3)=C(O)C(=O)N2CCN2CCOCC2)o1 (centres undefined),-32.0,24.8
O=C(CN(C(=O)CNS(=O)(=O)c1ccccc1)c1ccc2c(c1)OCCO2)NCc1ccco1,4.9,31.1
COc1cccc(-c2cc3c(-n4cccc4)ncnc3o2)c1,69.5,11.5
CC(=O)C1=C(C)N(Cc2ccco2)C(=O)C1(NC(=O)C1CCCCC1)C(F)(F)F (centres undefined),18.8,13
c1ccc(-c2noc(-c3cccs3)n2)nc1,-19.7,20.2
COc1ccc(OCC(O)Cn2c(=N)n(Cc3ccccc3)c3ccccc32)cc1 (centres undefined),-5.7,35.8
CN1CCc2nc3sc(C(=O)C45CC6CC(CC(C6)C4)C5)c(N)c3cc2C1,4.7,41.3
CCOC(=O)N1CCC(NC(=O)C2CCCCN2S(=O)(=O)c2ccc(F)cc2)CC1 (centres undefined),-2.0,36.5
COc1ccccc1C1CC(=O)NC(C)=C1C(=O)OCC1CCCO1 (centres undefined),30.6,14.5

# Taken from the entries so far, 2 compounds:
SMILES,mHtt clearance,mHtt clearance grain fraction
CCOC(=O)N1CCC(NC(=O)C2CCCCN2S(=O)(=O)c2ccc(F)cc2)CC1 (centres undefined),-2.0,36.5
COc1ccccc1C1CC(=O)NC(C)=C1C(=O)OCC1CCCO1 (centres undefined),30.6,14.5

# (more compounds)
SMILES,mHtt clearance,mHtt clearance grain fraction
COc1ccc(CCNC(=O)CSc2cc(=O)[nH]c(N)n2)cc1OC,31.6,23.6
COc1cc2c(cc1OC)C(c1ccsc1)CC(=O)N2 (centres undefined),-9.5,22.5
CCCCN1CC(COc2ccccc2)OC1=O (centres undefined),-19.0,39.6
O=C(c1ccco1)N1CCN(C(c2coc3ccc(Cl)cc3c2=O)c2nnnn2C2CCCC2)CC1 (centres undefined),-13.9,20.5
COc1ccc(-c2n[nH]c(C)c2-c2cnn(-c3ccccc3)c2)c(O)c1,17.8,15.2
OCc1nc2ccccc2n1CCCOc1ccc(Br)cc1,2.0,19.1
Cc1ccc(C)c(Cn2nnc3c(=O)[nH]c(C4CCCN(C(=O)C5CCC5)C4)nc32)c1 (centres undefined),-37.1,24.7
COc1cccc(NC(=O)CSc2nnc(Cc3cccn3C)n2-c2ccc(F)cc2)c1,-35.4,41.9
COCC(=O)NC1CC2CCCC(C1)N2Cc1ccccc1 (centres undefined),25.3,25.9
CCN(CC)c1ccc(NC(=O)C2CCCN(S(=O)(=O)c3cnc[nH]3)C2)c(C)c1 (centres undefined),-12.5,54.4
CCc1cc2c(NCCO)ncnc2s1,24.9,15.5
COC(=O)c1cccc(NC(=O)CSc2ncn[nH]2)c1,10.0,33.6
CCc1ccc(OCC(=O)Nc2ncc3c(n2)CC(C)(C)CC3=O)cc1,20.4,34.5
FC(F)(F)c1ccccc1NC(=S)N1CCN(c2ncccn2)CC1,-3.0,31.4
Nc1nc(-c2ccco2)nn1C(=O)c1ccc(Cl)cc1,14.6,33
CC1CCCC(C)N1C(=O)CSc1nc2ncnc(N)c2[nH]1 (centres undefined),-50.2,28
CCOc1cc(C2C(C#N)=C(N)SC(N)=C2C#N)ccc1OCCN1CCOCC1,31.8,11.2
CO/N=C(\C)c1ncc(C(F)(F)F)cc1N1CCOCC1,-2.2,20.9
CCc1ccc(-c2nc(-c3ccncc3)no2)cc1,-56.1,31.6
COc1ccc(Nc2nc(C)nc3c2nnn3Cc2ccccc2)cc1OC,42.1,11.2
Cc1cccc(N2C(=O)C3C4C=CC(C4)C3C2=O)c1 (centres undefined),6.2,37.1
CCCCCCSC1=C(C#N)C(c2ccccc2)CC(=O)N1 (centres undefined),-28.3,43.4
Cc1cc(CN(C)C)c(O)c(C2(C)CCCCC2)c1,32.4,11.3
COc1ccc(CC2CCOC2=O)cc1 (centres undefined),23.0,13.4
O=C(CCC(=O)N(CC(=O)NC1CCCC1)C1CCCC1)Nc1ccccn1,-12.0,23.3
CCc1nnc(NC(=O)CCC(=O)NCc2ccccc2OC)s1,64.0,14.5
Cc1ccc(N2C(=O)SC(N(CC(=O)O)c3cccc(C)c3)C2=O)cc1 (centres undefined),-6.0,35.9
c1ccc(-n2ncc3c2ncn2nnnc32)cc1,18.8,29.9
CCc1nc(SCC(=O)Nc2ccc3c(c2)OCCO3)c2oc3ccccc3c2n1,-25.1,24.5
Cc1noc(C)c1COC(=O)c1cc(=O)[nH]c2ccccc12,8.9,19.1
Cc1ccc(N2C(=O)c3ccccc3C2=O)cc1Cl,-4.9,21.7
Cc1sc2ncnc(NCC(c3ccco3)N(C)C)c2c1C (centres undefined),-56.2,53.2
C=CCOc1c(OC)cc(Cl)cc1C1NC(=O)NC(C)=C1C(C)=O (centres undefined),-71.7,30.6
O=C(CSCC(=O)Nc1ccccc1)N/N=C/c1c(O)ccc2ccccc12,-13.7,34.2
Cc1csc(NC(=O)CCC(=O)N(CC(=O)NC2CCCC2)Cc2ccco2)n1,-66.5,54.5
O=C(O)COc1ccc2nsnc2c1Cl,3.9,42.3
Cc1nc(N)sc1-c1csc(NCc2ccccc2)n1,-14.1,42.9
COc1ccc(NC(=O)CSc2nnc(CNC(=O)COc3ccc(Cl)cc3)o2)c(OC)c1,-20.8,46.4
O=c1ccc2cc(S(=O)(=O)Nc3ccc(F)cc3)ccc2o1,25.8,14.9
c1ccc2c(-c3nc(-c4ccncc4)no3)cccc2c1,43.4,11.5
O=C(CCn1cnc2ccccc2c1=O)Nc1ccc(S(=O)(=O)N2CCCCC2)cc1,-63.2,32.9
Cc1nc2ccccc2cc1C(=O)O,-34.8,31.8
O=C(Cc1cccs1)Nc1nnc(SCC(=O)NC2CCCCC2)s1,21.8,26.7
CCOc1ccc(N=Cc2c(O)n(-c3cccc(C)n3)c(=O)c3ccccc23)cc1,-5.8,45.9
CCOC(=O)CN(c1ccccn1)S(=O)(=O)c1ccccc1,-23.1,46.3
COc1ccc(-c2nn(-c3ccccc3)cc2C(=O)NCCCn2ccnc2)cc1,-22.4,36.6
CN1CCN(CC(O)COc2ccc(Cl)cc2)CC1 (centres undefined),-1.3,16.2
O=C(CSc1nnc2scc(-c3ccc(Cl)cc3)n12)NCc1ccco1,-6.2,22.6
CC(=O)Nc1ccc(-c2nnc(SCC(=O)NCc3ccco3)n2C)cc1,-0.2,19.6
CCOC(=O)CN(C(=O)CSc1nnc(CNc2ccc(C)cc2C)o1)c1ccccc1,-31.2,44.9
O=C(NC1CCCCCC1)c1nc2ncccn2n1,-3.1,43.5
CCc1nc(N2CCN(C(=O)c3ccccc3)CC2)c(C#N)c2c1COC(C)(C)C2,-8.2,35.4
COc1cc2c(cc1OC)CN(C(=O)Cc1ccc(OC)c(S(=O)(=O)N3CCOCC3)c1)CC2,7.5,27.7
COC(=O)C(C)C1Sc2ccccc2NC1=O (centres undefined),3.2,17.9
Cn1c(=O)c2c(nc(SCCCC#N)n2Cc2ccccc2F)n(C)c1=O,-18.5,39.6
CC(C)OP(=O)(c1ccc(N(C)C)cc1)C(O)c1c(Cl)cccc1Cl (centres undefined),46.0,11.2
COc1cccc(C2=CC(c3ccccc3)n3nnnc3N2)c1 (centres undefined),24.8,27.6
c1ccc2c(c1)Cn1nc(Cc3nc4c(s3)CCCC4)nc1-2,-7.0,39.4
O=C(CCn1c(=O)[nH]c2ccccc2c1=O)Nc1ccccc1,29.1,21.8
CC1=CC(C)(C)Nc2ccc(OC(=O)C(Cc3ccccc3)N3C(=O)C4CCCCC4C3=O)cc21 (centres undefined),-20.6,28.2

# Full records as entered above:
# Cn1c(=O)c2c(nc(SCCCC#N)n2Cc2ccccc2F)n(C)c1=O across the screens: mHtt clearance: -18.5; mHtt clearance grain fraction: 39.6
# O=C(NC1CCCCCC1)c1nc2ncccn2n1 across the screens: mHtt clearance: -3.1; mHtt clearance grain fraction: 43.5
# CCOC(=O)CN(C(=O)CSc1nnc(CNc2ccc(C)cc2C)o1)c1ccccc1 across the screens: mHtt clearance: -31.2; mHtt clearance grain fraction: 44.9

# (more compounds)
SMILES,mHtt clearance,mHtt clearance grain fraction
CC(=O)c1c(C)nn(CC(O)Cn2c3c(c4cc(C)ccc42)CCCC3=O)c1C (centres undefined),-15.0,42.4
O=C(COc1ccc([N+](=O)[O-])cc1)NN=C1CCCC1,-16.5,43.9
Cc1ccc(-c2nnn(CC(=O)Nc3ccccc3-c3ccccc3)n2)c(-n2cnnn2)c1,-16.2,39.7
O=c1cc(-c2ccccc2)nc(N2CCCCC2)[nH]1,-7.4,39.5
CCN(c1ccccc1)S(=O)(=O)c1ccc(NC(=S)NC(=O)c2ccc(Br)o2)cc1,-49.5,33
Cc1ccnc(SCCn2c(N(C)Cc3ccccc3)nc3c2c(=O)n(C)c(=O)n3C)n1,-10.6,35.6
CC(c1ccccc1)n1cc(C(=O)NCC2COc3ccccc3O2)nn1 (centres undefined),-4.3,21.4
CCOc1ccc(CN2CCNC(=O)C2CC(=O)OC)cc1 (centres undefined),15.5,39.7
N#Cc1c(SCC(=O)O)nc(-c2ccccc2)c2c1CCCC2,14.0,32.4
O=C(CSc1nnc(-c2cccnc2)o1)Nc1ccccn1,8.9,17.3
Cc1nnc(NC(=O)c2cccc(NC(=O)C(C)C)c2)s1,5.7,37.5
COCCCNC(=O)Nc1ccc2c(c1)N(C)C(=O)CS2,16.7,26.4

# 4 entries already listed, ordered by their value in mHtt clearance, largest number first:
SMILES,mHtt clearance,mHtt clearance grain fraction
O=C(CSc1nnc(-c2cccnc2)o1)Nc1ccccn1,8.9,17.3
CC(c1ccccc1)n1cc(C(=O)NCC2COc3ccccc3O2)nn1 (centres undefined),-4.3,21.4
CC(=O)c1c(C)nn(CC(O)Cn2c3c(c4cc(C)ccc42)CCCC3=O)c1C (centres undefined),-15.0,42.4
O=C(COc1ccc([N+](=O)[O-])cc1)NN=C1CCCC1,-16.5,43.9

# (next part)
SMILES,mHtt clearance,mHtt clearance grain fraction
CCN(C(=O)c1ccnc(C(C)(C)C)c1)c1ccccc1,-27.8,20.6
COc1ccccc1Nc1ncnc2c1oc1ccccc12,61.2,7.6
O=C(Nc1ccc(N2CCN(C(=O)c3ccco3)CC2)cc1)c1cccc(F)c1,-30.5,55
Cc1nc(N2CCN(Cc3nc4ccccc4[nH]3)CC2)c2oc3ccccc3c2n1,-12.6,35.6
CCn1c(CN2CCN(c3ccc(Cl)cc3)CC2)nc2ccccc21,-79.1,31.9
CCCc1ccc(OCc2ccc(C(=O)OC)o2)c(OC)c1,50.0,10.3
O=C(N1CCOCC1)N1CCN(Cc2ccccc2)CC1,-54.3,46.2
CCOC(=O)CN1NC2(CCC(C(C)(C)C)CC2)NC1=S (centres undefined),-9.0,47.3
CCN1CCN(c2ncnc3sc(C(=O)Nc4ccccc4F)c(C)c23)CC1,-21.7,42.7
O=C(c1ccccc1)N(Cc1ccc(F)cc1)Cc1nc2ccccc2c(=O)[nH]1,58.5,8.31
Cc1ccc(NC(=O)C(Cc2ccccc2)N2C(=O)C3C4CCC(C4)C3C2=O)cc1Cl (centres undefined),-11.2,23
Cc1nn(C)c(C)c1NC(=O)CCCSc1nc(-c2ccco2)cc(C(F)(F)F)n1,54.9,8.11
COC(=O)c1ccc(C(=O)OC)c(NC(=O)N2c3ccccc3Sc3ccccc32)c1,8.7,32.5
O=C(O)c1ccc(OCC(O)Cn2cnc3ccccc32)cc1 (centres undefined),-32.4,22
CSc1nnc2c(n1)OC(c1ccsc1)N(C(C)=O)c1ccccc1-2 (centres undefined),-10.1,22.4
O=C(NCC1CCCO1)Nc1ccccc1 (centres undefined),-3.4,39.1
COc1ccc(NCc2nc3ccccc3n2CCOc2ccccc2)cc1,23.6,29.4

# Compound activity as filed in PubChem BioAssay.
